PLCg1 inh – inhibitors of human phospholipase C gamma1; actives 0.84% (n = 370,000); purified PLC-gamma1, fluorogenic substrate, fluorescence; inhibition, % at 12.2 µM; P19174; in the data active = inhibition above about 9.5%
Target sequence (P19174 whole entry, looked up): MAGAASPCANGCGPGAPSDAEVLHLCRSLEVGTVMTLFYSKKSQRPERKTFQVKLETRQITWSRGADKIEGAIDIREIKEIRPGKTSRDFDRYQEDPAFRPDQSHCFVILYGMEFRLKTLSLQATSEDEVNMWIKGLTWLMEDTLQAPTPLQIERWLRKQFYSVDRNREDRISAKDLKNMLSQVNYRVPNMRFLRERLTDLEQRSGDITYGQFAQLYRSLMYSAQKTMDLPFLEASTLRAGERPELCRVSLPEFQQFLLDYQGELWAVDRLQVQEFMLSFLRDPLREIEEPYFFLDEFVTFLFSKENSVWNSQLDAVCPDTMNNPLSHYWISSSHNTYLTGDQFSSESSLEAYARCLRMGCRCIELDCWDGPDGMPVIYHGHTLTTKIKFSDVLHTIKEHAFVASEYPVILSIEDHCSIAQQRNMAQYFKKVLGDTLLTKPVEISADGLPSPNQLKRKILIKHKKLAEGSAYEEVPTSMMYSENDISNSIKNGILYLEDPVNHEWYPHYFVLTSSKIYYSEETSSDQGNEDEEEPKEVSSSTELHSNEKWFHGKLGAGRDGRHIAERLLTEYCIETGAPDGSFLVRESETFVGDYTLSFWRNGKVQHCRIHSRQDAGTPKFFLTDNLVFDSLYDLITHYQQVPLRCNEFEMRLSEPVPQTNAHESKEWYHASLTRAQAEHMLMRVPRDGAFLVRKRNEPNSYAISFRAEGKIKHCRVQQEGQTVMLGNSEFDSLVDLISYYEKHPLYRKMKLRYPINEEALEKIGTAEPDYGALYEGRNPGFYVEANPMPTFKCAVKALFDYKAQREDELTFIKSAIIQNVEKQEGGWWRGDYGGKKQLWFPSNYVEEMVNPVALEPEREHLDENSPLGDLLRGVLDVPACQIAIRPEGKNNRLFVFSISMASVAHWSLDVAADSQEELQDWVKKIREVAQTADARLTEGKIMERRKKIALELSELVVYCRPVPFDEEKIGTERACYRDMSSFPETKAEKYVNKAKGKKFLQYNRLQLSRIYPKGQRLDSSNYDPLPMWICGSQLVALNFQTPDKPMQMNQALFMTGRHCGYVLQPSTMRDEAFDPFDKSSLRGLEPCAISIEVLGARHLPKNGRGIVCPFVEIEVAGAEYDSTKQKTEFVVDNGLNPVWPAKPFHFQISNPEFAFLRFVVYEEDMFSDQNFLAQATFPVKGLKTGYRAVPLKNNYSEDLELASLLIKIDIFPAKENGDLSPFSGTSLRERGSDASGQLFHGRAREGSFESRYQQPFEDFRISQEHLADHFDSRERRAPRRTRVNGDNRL
hcDAF-12 act – activators of H. contortus DAF-12 nuclear receptor. activation, % at 6.8 µM. HEK293 hcDAF-12 lit1-tk-luc reporter, luminescence; 0% DMSO, 100% Δ7-dafachronic acid. actives 1.4% (n = 370,000);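 active = activation above the mean of all tested compounds plus 3 SD, cut at about 5.5% in these data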;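 note: 100% = response to 3 µM Δ7-dafachronic acid high control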
DAX1 inh-1 – DAX1 (NR0B1) inhibition, primary screen; actives 1.1% (n = 370,000); inhibition, % at 6.8 µM; HEK293T StAR-luciferase reporter, SF-1/DAX-1 repression relief; AID 652010;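 active = inhibition above the mean over all tested compounds plus 3 SD, cut at about 3.6% in these data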;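 note: 0% = DAX-1 cells with DMSO and 100% = cells lacking DAX-1 with DMSO; higher inhibition means more luminescence from relief of DAX-1 repression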
ADAM17 inh – inhibitors of human ADAM17; P78536; recombinant ADAM17, EDANS/DABCYL FRET peptide cleavage; inhibition, % at 6.95 µM; actives 0.83% (n = 370,000);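 active = inhibition above the mean of compounds lying between control limits plus 3 SD, set per campaign, cut at about 8.5% in these data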;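 note: 0% = DMSO-only wells as the low control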
DAX1 inh-2 – inhibits human nuclear receptor DAX1 | P51843 | HEK293 Gal4-DAX1 luciferase reporter, luminescence | inhibition, % at 6.75 µM | actives 0.99% (n = 340,000) | AID 504766;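 active = inhibition above the mean over all tested compounds plus 3 SD, cut at about 4.2% in these data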;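 note: 0% = DAX1-transfected cells with DMSO and 100% = empty-vector control cells with DMSO; inhibition shows as a rise in luminescence from relieved DAX1 repression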
hgDAF12 agonist – hgDAF-12 agonism, primary luciferase screen; HEK293 GAL4-hgDAF12 UAS-luciferase reporter, agonist luminescence; normalized to butyrate control; activation, % at 6.8 µM; actives 1.8% (n = 370,000);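 active = activation above a cutoff set at the mean of all screened compounds plus 3 SD, cut at about 10% in these data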;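 note: 0% = DMSO wells and 100% = sodium butyrate wells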
PLCb3 inh – PLC-beta3 (human) inhibition, primary screen; actives 0.18% (n = 370,000); inhibition, % at 12.2 µM; AID 720704; Purified PLC-beta3, fluorogenic substrate, fluorescence; in the data active = inhibition above about 11%;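 note: 0% = median of compound wells on plate and 100% = full blocker control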
ADAM10 inh – ADAM10 inhibition, QFRET primary screen. recombinant ADAM10, EDANS/DABCYL FRET peptide cleavage, 3 h. inhibition, % at 7 µM. actives 0.62% (n = 370,000);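 active = inhibition above a per-campaign cutoff equal to the mean of compounds falling between control-based bounds plus 3 SD, cut at about 20% in these data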;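 note: 0% = DMSO wells while the 100% control is not disclosed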
ssDAF12 agonist – S. stercoralis DAF-12 activation, primary screen; activation, % at 6.8 µM; actives 1% (n = 370,000); HEK293 ssDAF-12/GRIP1 lit1-tk-luc reporter, luminescence; % of 3 µM dafachronic acid response; AID 652126;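 active = activation above the mean over all tested compounds plus 3 SD, cut at about 0.9% in these data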;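 note: 0% = DMSO-only wells and 100% = 3 µM delta7-dafachronic acid wells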
sPLA2-III inh – Blocks human group III sPLA2 activity; inhibition, % at 12.2 µM; actives 0.56% (n = 370,000); Q9NZ20; QFRET BODIPY PC-A2 liposome hydrolysis, fluorescence; AID 743126;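 active = inhibition above mean plus 3 SD of compounds lying within the high and low control bounds, cut at about 19% in these data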;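 note: 0% = median of test compound wells and 100% = no enzyme DMSO wells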
FXN GAA850 act – increases GAA850 frataxin promoter reporter activity; HEK293 lucGAA850 FXN promoter luciferase reporter, 24 h; percent of 10 µM SAHA response; activation, % at 6 µM; actives 0.56% (n = 360,000);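 active = activation above the average of all compounds screened plus 3 SD, cutoff fixed separately per campaign, cut at about 7.5% in these data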;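 note: 0% = DMSO wells and 100% = 10 µM SAHA wells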
* = called active by the depositor.

Screening CC(=O)NC(CCS(C)(=O)=O)C(=O)Nc1ccccc1C (configuration not stated) returned PLCg1 inh -0.9, hcDAF-12 act -1.8, DAX1 inh-1 -0.6, ADAM17 inh -3.8, DAX1 inh-2 0.6, hgDAF12 agonist -1.1, PLCb3 inh -0.5, ADAM10 inh 6.7, ssDAF12 agonist -0.9, sPLA2-III inh 9.7 and FXN GAA850 act -4.2.
`O=C1OCC/C1=C\c1ccc2c(c1)OCO2` gave PLCg1 inh -14.9, hcDAF-12 act 0.9, DAX1 inh-1 -0.6, ADAM17 inh -8.2, DAX1 inh-2 1.1, hgDAF12 agonist 1.8, PLCb3 inh -26.5, ADAM10 inh -18.7, ssDAF12 agonist -1.2, sPLA2-III inh 0.6 and FXN GAA850 act -0.9.
O=C1c2ccccc2NC(c2ccccc2O)N1c1ccc(F)cc1 (configuration not stated) was read as PLCg1 inh -20.5, hcDAF-12 act 1.7, DAX1 inh-1 0.9, ADAM17 inh -15.3, DAX1 inh-2 1.4, hgDAF12 agonist 8.4, PLCb3 inh -38.3, ADAM10 inh -31.3, ssDAF12 agonist 0.3, sPLA2-III inh 6.0 and FXN GAA850 act -0.2.
CCc1ccc(/C=N/n2c(C3CCCCC3)n[nH]c2=S)cc1 was read as PLCg1 inh 4.0, hcDAF-12 act -1.5, DAX1 inh-1 -0.4, ADAM17 inh 0.8, DAX1 inh-2 0.3, hgDAF12 agonist -2.4, PLCb3 inh -6.1, ADAM10 inh 7.5, ssDAF12 agonist -1.4, sPLA2-III inh 4.0 and FXN GAA850 act 1.2.
For Cc1ccc(-c2nc(-c3ccncc3)no2)cc1 the results were PLCg1 inh 1.2, hcDAF-12 act 3.8, DAX1 inh-1 1.2, ADAM17 inh -2.3, DAX1 inh-2 2.6, hgDAF12 agonist 15.1*, PLCb3 inh 4.0, ADAM10 inh 4.7, ssDAF12 agonist -0.1, sPLA2-III inh 3.0 and FXN GAA850 act 3.6.
For Cn1ccc2c(/C=C/c3ccc(F)cc3)cc3c(c21)C1CCC3O1 (configuration not stated) the results were PLCg1 inh inactive, hcDAF-12 act -2.5, DAX1 inh-1 -1.0, ADAM17 inh -429.3, hgDAF12 agonist 2.1, PLCb3 inh inactive, ADAM10 inh inactive, ssDAF12 agonist -1.3 and sPLA2-III inh -18.2.
Cc1nc2c(C(=O)NCc3ccc4c(c3)OCO4)cnn2c(C)c1Cc1ccc(F)cc1Cl was read as PLCg1 inh -3.3, hcDAF-12 act 2.4, DAX1 inh-1 0.4, ADAM17 inh -2.8, DAX1 inh-2 1.0, hgDAF12 agonist -1.4, PLCb3 inh -2.1, ADAM10 inh -3.1, ssDAF12 agonist -0.9, sPLA2-III inh 3.1 and FXN GAA850 act -0.1.
CN(CC(=O)Nc1ccc(Cl)cc1)C(=O)c1ccc(S(=O)(=O)Nc2ccccc2)cc1 was read as PLCg1 inh 5.3, hcDAF-12 act -1.6, DAX1 inh-1 -1.4, ADAM17 inh 8.2, DAX1 inh-2 0.3, hgDAF12 agonist -3.1, PLCb3 inh -0.9, ADAM10 inh -10.5, ssDAF12 agonist -1.0, sPLA2-III inh -50.6 and FXN GAA850 act -2.1.
Screening COc1ccc(N(CCC#N)C(=O)/C(C#N)=C/c2cccs2)cc1 returned PLCg1 inh 0.7, hcDAF-12 act -1.8, DAX1 inh-1 -0.3, ADAM17 inh -3.8, DAX1 inh-2 -0.9, hgDAF12 agonist 2.5, PLCb3 inh 0.6, ADAM10 inh 0.3, ssDAF12 agonist -0.9, sPLA2-III inh -1.0 and FXN GAA850 act 0.8.
Screening Cc1nc(SCC(=O)NCC2CCCO2)c2c(C)c(C)sc2n1 (configuration not stated) returned PLCg1 inh -6.0, hcDAF-12 act -1.9, DAX1 inh-1 1.2, ADAM17 inh -9.1, DAX1 inh-2 -0.2, hgDAF12 agonist -4.2, PLCb3 inh -13.6, ADAM10 inh -21.5, ssDAF12 agonist -1.3, sPLA2-III inh 7.9 and FXN GAA850 act 1.1.
`Cc1nc2ccc(Br)cn2c1C(=O)N/N=C\c1ccccc1Cl` gave PLCg1 inh -3.7, hcDAF-12 act -1.5, DAX1 inh-1 -0.3, ADAM17 inh -3.1, DAX1 inh-2 3.5, hgDAF12 agonist 1.0, PLCb3 inh -6.1, ADAM10 inh 1.7, ssDAF12 agonist -1.4, sPLA2-III inh 1.4 and FXN GAA850 act 0.7.
`CC1(C)CC2CC(C)(CN2C(=O)CN2C(=O)c3ccccc3C2=O)C1` (configuration not stated) gave PLCg1 inh -0.9, hcDAF-12 act 0.8, DAX1 inh-1 0.0, ADAM17 inh 3.0, DAX1 inh-2 -0.9, hgDAF12 agonist 0.8, PLCb3 inh -1.1, ADAM10 inh 0.3, ssDAF12 agonist -1.1, sPLA2-III inh 4.3 and FXN GAA850 act 0.3.
`Cc1cc(NCc2ccccn2)n2ncc(-c3ccc(Cl)cc3)c2n1` gave PLCg1 inh -295.7, hcDAF-12 act 2.9, DAX1 inh-1 1.0, ADAM17 inh -27.2, hgDAF12 agonist 8.5, PLCb3 inh -330.8, ADAM10 inh -57.9, ssDAF12 agonist -0.7, sPLA2-III inh 6.9 and FXN GAA850 act 1.8.
Screening COc1cc(C(=O)Nc2ccc(C(=O)c3ccncc3)cc2)cc(OC)c1OC returned PLCg1 inh 3.5, hcDAF-12 act -0.6, DAX1 inh-1 -0.8, ADAM17 inh -0.3, DAX1 inh-2 2.4, hgDAF12 agonist -3.5, PLCb3 inh -0.5, ADAM10 inh -9.9, ssDAF12 agonist -0.3, sPLA2-III inh 0.6 and FXN GAA850 act 1.5.
OCCc1ccc(NCCc2cccs2)cc1 was read as PLCg1 inh 0.0, hcDAF-12 act 4.9, DAX1 inh-1 2.7, ADAM17 inh 0.5, hgDAF12 agonist 10.9*, PLCb3 inh -0.5, ADAM10 inh 1.7, ssDAF12 agonist -0.5 and sPLA2-III inh 10.9.
For Cc1onc(NC(=O)c2ccc(Cl)cc2Cl)c1Br the results were PLCg1 inh 3.7, hcDAF-12 act 1.3, DAX1 inh-1 2.0, ADAM17 inh 1.4, DAX1 inh-2 -0.5, hgDAF12 agonist 10.6*, PLCb3 inh 3.4, ADAM10 inh 0.5, ssDAF12 agonist -1.1, sPLA2-III inh 2.1 and FXN GAA850 act 3.4.
Screening COc1cccc(COC(=O)CCNC(=O)c2ccc(Cl)cc2)c1OC returned PLCg1 inh -0.8, hcDAF-12 act 0.1, DAX1 inh-1 0.6, ADAM17 inh -0.1, DAX1 inh-2 -0.5, hgDAF12 agonist 1.4, PLCb3 inh -10.0, ADAM10 inh -4.3, ssDAF12 agonist -1.5, sPLA2-III inh -4.5 and FXN GAA850 act -2.5.
CCCN1CCC(=NNc2ccc(S(=O)(=O)N3CCOCC3)cc2[N+](=O)[O-])CC1 was read as PLCg1 inh 2.3, hcDAF-12 act -3.1, DAX1 inh-1 -0.4, ADAM17 inh 1.2, DAX1 inh-2 1.0, hgDAF12 agonist -4.8, PLCb3 inh 1.9, ADAM10 inh 7.2, ssDAF12 agonist -2.1, sPLA2-III inh 4.0 and FXN GAA850 act -3.7.
`Cc1ccc(N2C(=O)N(CC(=O)NC(c3ccccc3)c3ccccc3)C(=O)C2C)cc1` (configuration not stated) gave PLCg1 inh 0.5, hcDAF-12 act -0.2, DAX1 inh-1 0.2, ADAM17 inh 0.1, DAX1 inh-2 0.7, hgDAF12 agonist 0.2, PLCb3 inh 1.9, ADAM10 inh 5.6, ssDAF12 agonist -0.6, sPLA2-III inh -10.6 and FXN GAA850 act 0.3.
For CC(C)(Oc1ccc(Cl)cc1)C(=O)Nc1ccc2oc(-c3ccncc3)nc2c1 the results were PLCg1 inh -27.3, hcDAF-12 act 0.0, DAX1 inh-1 -0.9, ADAM17 inh -7.7, DAX1 inh-2 -0.8, hgDAF12 agonist 0.0, PLCb3 inh -29.2, ADAM10 inh -21.1, ssDAF12 agonist -1.2, sPLA2-III inh -7.6 and FXN GAA850 act -1.2.
`O=C(Cc1cccc2ccccc12)NNC(=O)Nc1ccc(Cl)cc1` gave PLCg1 inh -0.4, hcDAF-12 act 0.1, DAX1 inh-1 0.3, ADAM17 inh -4.7, hgDAF12 agonist 1.5, PLCb3 inh -4.1, ADAM10 inh 1.0, ssDAF12 agonist -0.5, sPLA2-III inh -39.6 and FXN GAA850 act 2.8.
For CCOC(=O)c1[nH]c(C)c(C(=O)N2CCN(C(=O)OCC)CC2)c1CC the results were PLCg1 inh 5.8, hcDAF-12 act 0.0, DAX1 inh-1 0.6, ADAM17 inh 1.9, DAX1 inh-2 -0.2, hgDAF12 agonist -1.1, PLCb3 inh 3.3, ADAM10 inh 2.3, ssDAF12 agonist -1.4, sPLA2-III inh 3.5 and FXN GAA850 act 0.2.
`Cc1ccccc1NC(=O)C(=O)NCc1ccccn1` gave PLCg1 inh 1.7, hcDAF-12 act -1.9, DAX1 inh-1 0.2, ADAM17 inh -0.1, DAX1 inh-2 -0.1, hgDAF12 agonist 1.0, PLCb3 inh 1.3, ADAM10 inh 1.5, ssDAF12 agonist -1.1, sPLA2-III inh 5.6 and FXN GAA850 act 2.3.
COc1ccc(-n2ncc3c2CC(C)(C)CC3NC(=O)C2CCN(C(C)=O)CC2)cc1 (configuration not stated) was read as PLCg1 inh 3.1, hcDAF-12 act 0.6, DAX1 inh-1 -0.2, ADAM17 inh 0.1, DAX1 inh-2 -0.1, hgDAF12 agonist -1.0, PLCb3 inh -3.7, ADAM10 inh 3.3, ssDAF12 agonist -1.0, sPLA2-III inh -1.7 and FXN GAA850 act -0.8.
`COC(=O)c1cc2c(c3c4ccccc4n(S(=O)(=O)c4ccc(C)cc4)c13)C(=O)N(Cc1ccccc1)C2` gave PLCg1 inh -10.2, hcDAF-12 act 0.3, DAX1 inh-1 -1.4, ADAM17 inh -0.8, hgDAF12 agonist -0.2, PLCb3 inh -14.5, ADAM10 inh -2.9, ssDAF12 agonist -0.6 and sPLA2-III inh 0.7.
COc1ccc(C2Nc3ccccc3C(=O)N2Cc2ccccc2)cc1OC (configuration not stated) was read as PLCg1 inh -339.4, hcDAF-12 act -0.5, DAX1 inh-1 -0.6, ADAM17 inh -401.2, hgDAF12 agonist 0.8, PLCb3 inh -490.9, ADAM10 inh inactive, ssDAF12 agonist -1.5, sPLA2-III inh 12.0 and FXN GAA850 act -1.2.
CCC1SC2=NC(C)=C(C(=O)OCCOC)C(c3ccc(C(=O)OC)cc3)N2C1=O (configuration not stated) was read as PLCg1 inh -24.4, hcDAF-12 act -2.2, DAX1 inh-1 0.4, ADAM17 inh -4.5, DAX1 inh-2 0.4, hgDAF12 agonist -2.0, PLCb3 inh 1.1, ADAM10 inh -7.6, ssDAF12 agonist -1.4, sPLA2-III inh -26.3 and FXN GAA850 act -0.8.
Screening NC(=O)CC(NC(=O)c1ccccc1)c1ccc(N2CCN(c3ccccn3)CC2)c([N+](=O)[O-])c1 (configuration not stated) returned PLCg1 inh 1.3, hcDAF-12 act -2.4, DAX1 inh-1 -0.2, ADAM17 inh -2.0, DAX1 inh-2 -0.4, hgDAF12 agonist -1.2, PLCb3 inh -0.9, ADAM10 inh -7.0, ssDAF12 agonist -1.3, sPLA2-III inh 4.5 and FXN GAA850 act 2.2.

Screens: PubChem, The Scripps Research Institute Molecular Screening Center
